SENP6 inh = SENP6 protease inhibitors, primary screen, biochemical, luminescence, uHTS | Sentrin-specific protease 6 (Homo sapiens), Q9GZR1 | 1.8% of 330,000 active | Recombinant SENP6 catalytic domain, aminoluciferin luminescence | inhibition, % at 10 µM;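 active = inhibition above about 50% at the single tested dose, limit read from the data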;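 note: plate controls were DMSO wells with enzyme for no effect and DMSO wells lacking enzyme for full effect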
Target sequence (Q9GZR1 628-1112 limits assumed): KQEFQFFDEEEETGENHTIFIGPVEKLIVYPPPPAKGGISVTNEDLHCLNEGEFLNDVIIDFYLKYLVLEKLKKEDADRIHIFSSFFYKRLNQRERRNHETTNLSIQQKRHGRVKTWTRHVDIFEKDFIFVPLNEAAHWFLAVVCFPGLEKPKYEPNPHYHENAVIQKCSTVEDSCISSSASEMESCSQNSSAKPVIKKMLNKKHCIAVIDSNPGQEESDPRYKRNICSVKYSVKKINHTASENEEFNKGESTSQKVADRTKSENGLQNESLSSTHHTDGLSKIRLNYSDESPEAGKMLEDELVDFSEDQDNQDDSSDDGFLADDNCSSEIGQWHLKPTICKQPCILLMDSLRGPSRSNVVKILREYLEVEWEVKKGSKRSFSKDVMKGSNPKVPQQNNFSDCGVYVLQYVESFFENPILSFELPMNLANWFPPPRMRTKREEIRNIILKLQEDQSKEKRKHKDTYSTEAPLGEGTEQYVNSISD
SENP8 block-1 = human SENP8 protease inhibitors, primary screen, biochemical, fluorescence, Nedd8 protein substrate, uHTS; 0.64% of 360,000 active; AID 602440, 2012; recombinant SENP8; inhibition, % at 20 µM; in the data active = inhibition mostly above about 40%, no sharp cut-off; inactive = mostly below about 27%
HKDC1 inhibitor = HKDC1 hexokinase inhibitors, primary screen, biochemical, fluorescence, uHTS. AID 493160, 2011. inhibition, % at 20 µM. 0.16% of 340,000 active. Q2TB90. recombinant HKDC1, G6PDH/diaphorase resazurin coupled fluorescence;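 active = inhibition above about 35% when tested at 20 µM, limit read from the data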;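 note: plate controls were DMSO wells with enzyme for no effect and DMSO wells lacking enzyme for full effect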
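Incubation: 90 min at room temperature in dark / Material: recombinant HKDC1 (HK5) hexokinase enzyme, produced in-house / Quantity: enzyme 5 µg/mL final / Compound: one dose of 20 µM, 1% DMSO / Reagent: glucose and ATP substrates / Buffer or medium: Tris pH 8.0 buffer with MgCl2, Tween-20, BSA, BME / Technique: resorufin fluorescence at 613 nm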
Apaf-1 inh = inhibitors of human Apaf-1 apoptosome, primary screen, biochemical, DEVD-Rh110 fluorescence, uHTS. reconstituted apoptosome caspase-3 activity. Apoptotic protease-activating factor 1 (Homo sapiens), O14727. 0.71% of 330,000 active. AID 489030, 2010. inhibition, % at 20 µM; active = inhibition of at least 40% at 20 µM;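 note: plate controls were DMSO wells for no effect and DEVD-CHO caspase inhibitor wells for full effect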
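Material: reconstituted apoptosome with Apaf-1, cytochrome c, caspase-9, procaspase-3, dATP. Technique: Rh110 fluorescence intensity. Buffer or medium: pH 7.5 Hepes buffer with CHAPS, BSA, DTT. Times: 30 min plus 50 min, RT.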
SENP7 inh = SENP7 protease inhibitors, primary screen, biochemical, luminescence, uHTS; inhibition, % at 5 µM; Sentrin-specific protease 7 (Homo sapiens), Q9BQF6; 1.5% of 330,000 active; AID 434973, 2010; recombinant SENP7, Z-RLRGG-aminoluciferin luminescence, 40 min;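 active = inhibition above about 50% at the single test dose, limit read from the data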;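 note: plate controls were DMSO with enzyme for no effect and no enzyme buffer wells for full effect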
Target sequence (Q9BQF6 706-1050 limits assumed): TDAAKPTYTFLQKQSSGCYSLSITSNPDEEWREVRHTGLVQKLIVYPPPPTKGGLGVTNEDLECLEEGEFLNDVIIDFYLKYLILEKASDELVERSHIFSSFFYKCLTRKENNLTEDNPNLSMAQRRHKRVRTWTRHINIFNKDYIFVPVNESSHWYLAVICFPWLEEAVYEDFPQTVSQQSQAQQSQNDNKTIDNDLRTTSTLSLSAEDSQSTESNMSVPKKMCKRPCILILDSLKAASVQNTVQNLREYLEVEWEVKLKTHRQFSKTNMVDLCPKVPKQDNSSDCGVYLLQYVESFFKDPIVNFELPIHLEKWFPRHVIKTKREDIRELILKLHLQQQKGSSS
SENP1 FRET inh = human SENP1 catalytic domain inhibitors, primary screen, biochemical, FRET, uHTS; Sentrin-specific protease 1 (Homo sapiens), Q9P0U3; recombinant SENP1 catalytic domain, CyPet-SUMO1-YPet FRET cleavage; inhibition, % at 10 µM; 0.21% of 360,000 active; AID 624204, 2012;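 active = inhibition at least 30% at 10 µM, raw YFP signal under a set limit, fluorescence ratio 0.5 to 1.5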;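 note: 0% = enzyme with DMSO and 100% = no enzyme wells; some results filed as inactive read as strong as hits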
Target sequence (Q9P0U3 419-644 limits assumed): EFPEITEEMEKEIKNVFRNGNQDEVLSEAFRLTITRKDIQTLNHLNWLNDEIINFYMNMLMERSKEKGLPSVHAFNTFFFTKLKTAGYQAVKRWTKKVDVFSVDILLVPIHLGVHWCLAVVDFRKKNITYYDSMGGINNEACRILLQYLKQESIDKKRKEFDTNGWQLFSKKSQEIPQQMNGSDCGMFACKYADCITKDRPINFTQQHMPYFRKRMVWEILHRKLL
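system = hSENP1 catalytic domain, recombinant | reagent = SFCypet-SUMO1-SFYpet substrate at 25 nM | doses = one dose per compound, 10 µM, 0.5% DMSO | incubation = enzyme reaction for 50 min at room temperature, dark | measured by = FRET, CFP and YFP emission | controls = no-enzyme low, enzyme-DMSO high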
SENP8 block-2 = SENP8 protease inhibitors, primary screen, biochemical, luminescence | Sentrin-specific protease 8 (Homo sapiens), Q96LD8 | purified SENP8, Z-RLRGG-aminoluciferin cleavage | inhibition, % at 10 µM | 1.2% of 330,000 active | AID 2540, 2010; in the data active = inhibition above about 50%
PfG6PD inh = PfG6PD enzyme inhibitors, primary screen, biochemical, fluorescence intensity, uHTS; 0.78% of 350,000 active; AID 504690, 2011; inhibition, % at 20 µM; glucose-6-phosphate dehydrogenase-6-phosphogluconolactonase (Plasmodium falciparum 3D7); PfGluPho enzyme, NADPH resazurin-diaphorase fluorescence;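 active = inhibition reaching at least a set limit at 20 µM in the primary screen, cut at about 59% in these data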;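 note: 0% = DMSO wells with substrate and 100% = DMSO wells lacking glucose-6-phosphate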
Starred values were filed as active, the others as inactive; nt = not tested or not shown.

structure,PfG6PD inh,SENP8 block-2,Apaf-1 inh,SENP1 FRET inh,SENP7 inh,SENP6 inh,HKDC1 inhibitor,SENP8 block-1
COc1ccc(S(=O)(=O)N2CCOCC2)cc1NC(=O)Cn1nnc2ccccc2c1=O,0,2,-2,-1,5,-2,-3,-1
CCN1CCN(Cc2c(O)ccc3c(=O)c(-c4ccc(OC)c(OC)c4)c(C(F)(F)F)oc23)CC1,-3,5,13,-1,14,1,2,-40
COC(=O)C1CCN(c2cc(Cl)nc(N)n2)CC1,11,1,-9,1,-5,3,-2,12
CCOc1ncccc1C(=O)NCCc1ccc(S(N)(=O)=O)cc1,6,-1,3,3,1,-3,-6,5
Cc1cc(C=C2C(=O)c3ccccc3C2=O)c(C)n1-c1ccccc1,37,74*,9,-20,93*,92*,-8,-21
CCCNC(=O)NC(=O)CSc1ccc(C)cc1C,-15,-3,-10,-3,3,10,6,9
Cc1ccc(S(=O)(=O)NNC(=S)Nc2ccccc2)cc1,-12,-9,14,1,-7,-14,-5,24
CC(C)Nc1nc(-c2ccncc2)nc(-c2ccc(Cl)cc2)c1C#N,-2,-12,1,3,1,0,-9,-199
COc1c(NC(C)=O)c2c(c([N+](=O)[O-])c1OC)C(=O)OC2,-1,nt,nt,3,nt,nt,-8,10
O=C(Nc1ccnn1C1CCN(Cc2c[nH]c3ccccc23)CC1)c1ccccc1,21,5,4,0,1,2,0,4
O=[N+]([O-])c1ccc(N/N=C/c2cccnc2)cc1,31,3,7,-25,5,32,-1,-93
COc1cc(-c2nc(=S)[nH][nH]2)cc(OC)c1OC,19,-12,-2,3,-5,-7,3,-8

Entries from the list above that contain a nitro group on carbon:
structure,PfG6PD inh,SENP8 block-2,Apaf-1 inh,SENP1 FRET inh,SENP7 inh,SENP6 inh,HKDC1 inhibitor,SENP8 block-1
COc1c(NC(C)=O)c2c(c([N+](=O)[O-])c1OC)C(=O)OC2,-1,nt,nt,3,nt,nt,-8,10
O=[N+]([O-])c1ccc(N/N=C/c2cccnc2)cc1,31,3,7,-25,5,32,-1,-93

(cont.)
structure,PfG6PD inh,SENP8 block-2,Apaf-1 inh,SENP1 FRET inh,SENP7 inh,SENP6 inh,HKDC1 inhibitor,SENP8 block-1
O=C(O)C1C2CCC(CC2)C1C(=O)O (stereo not drawn),-1,nt,nt,2,nt,nt,-7,-4
CCCOc1ccc(N2C(=O)CC(S/C(N)=N/N=C(\C)c3cccs3)C2=O)cc1 (stereo not drawn),-19,-5,18,2,-6,-5,9,10
CC(C)N(CCCNC(=O)Cn1ncc2c([nH]c3ccccc32)c1=O)Cc1ccccc1,10,7,5,-2,-3,-7,-2,-7
O=C(CSc1ncccc1C(=O)O)NCc1ccc(F)cc1,-12,1,-20,3,-1,-2,-4,30
COCCCNC(=O)Cn1c(=O)oc2cc(S(=O)(=O)N3CC(C)CC(C)C3)ccc21 (stereo not drawn),-7,-6,-12,2,9,-6,-1,9
CN(CC(=O)Nc1ccc(OC(F)(F)F)cc1)C(=O)Cc1cccs1,9,-14,12,-8,-5,5,-3,-1
CNC[C@H]1Oc2ccc(NC(=O)C3CCCCC3)cc2CC(=O)N([C@H](C)CO)C[C@@H]1C,-2,-7,0,4,-19,-32,-4,9
COc1cccc(C2C(C(=O)Nc3ccccc3)=C(C)N=c3s/c(=C/c4ccc(OCC(=O)O)cc4)c(=O)n32)c1 (stereo not drawn),-20,-3,26,-26,0,-5,4,-74
CCC(=O)c1ccc(OCC(=O)N2CCN(S(=O)(=O)c3ccc(Cl)s3)CC2)cc1,-1,-4,7,-13,3,3,5,-8
CC(C)CC(=O)Nc1ccc(C(=O)Nc2cccc(O)c2)cc1,1,-19,7,0,-16,-38,-5,13
CC(=O)N/C(=C/c1ccccc1)C(=O)N1CCCCC1,-13,4,-3,0,3,0,-10,-1
CCN(CC)CCCNC(=S)Nc1ccc(Br)cc1,1,-8,11,2,-4,-14,-10,10
O=c1c2c3c(sc2nc2n1CCCCC2)CCC3,-2,-3,-6,-7,-7,-1,4,17
CN(C(=O)c1cccc(NC(=O)Cc2ccc(NC(=O)C3CCN(C(=O)C4CCCC4)CC3)cc2)c1)C1CCCCC1,2,nt,nt,2,nt,nt,9,3
O=C(NCCc1ccc(Cl)cc1)Nc1ccc(Cl)cc1,-13,-7,-7,0,5,-24,0,32
Fc1ccccc1COc1ccccc1CNCc1ccncc1,2,11,-24,0,-1,-2,-14,9
CC(C)[C@H](NC(=O)OCc1ccccc1)C(=O)OCc1cc(=O)oc2cc(O)ccc12,0,-6,9,-76,-6,-17,0,-403
Cc1ccccc1N(CC(=O)Nc1ccc(S(=O)(=O)N2CCOCC2)cc1)S(C)(=O)=O,0,1,-5,2,4,1,4,15
CSC1=C(C#N)C(c2ccccc2)C(C(C)=O)=C(C)N1 (stereo not drawn),18,-4,-6,-6,1,5,-14,-18
CCc1ccc(NS(=O)(=O)c2c(C)noc2C)cc1,8,-2,-3,2,0,-3,-5,22
O=C(COC(=O)C1CC2C=CC1C2)Nc1ccccc1 (stereo not drawn),16,-8,4,0,2,1,-8,23
CC(c1cccs1)N(Cc1ccco1)C(=S)Nc1ccccc1Cl (stereo not drawn),13,-3,8,-1,-6,-6,-6,21
O=C(O)C1C2CCCCC2=C2CCCCC2C1C(=O)O (stereo not drawn),4,3,-1,-1,8,-5,6,4
CC(C)(C)c1ccc(C(=O)Nc2ccc(CC(=O)O)cc2)o1,-27,-3,-39,0,1,18,13,9
CCCCOc1cccc(C2/C(=C(\O)c3ccc4c(c3)OCCO4)C(=O)C(=O)N2CCN2CCOCC2)c1 (stereo not drawn),-13,-6,9,0,14,2,3,-17
CC(C)NC(=O)Nc1cccc2c1O[C@H](CN(C)C(=O)Nc1ccc(C(F)(F)F)cc1)[C@@H](C)CN([C@H](C)CO)C2=O,31,-7,-5,3,5,-7,-6,5
COc1ccc(OC)c(CNC(=O)Cn2nc(C)c3c(C)n(-c4ccc(C)cc4)nc3c2=O)c1,-15,-9,0,-1,8,-28,0,2
NS(=O)(=O)c1ccc(NC(=S)N2CCN(Cc3ccc4c(c3)OCO4)CC2)cc1,34,0,-3,0,3,-18,1,12
COc1ccc(N(CC(=O)NCc2ccccc2OC)S(=O)(=O)c2ccc(C)cc2)cc1Cl,15,-7,8,1,1,-2,-3,-2
O=C(COc1ccccc1)NCC(=O)N/N=C/c1ccc(O)cc1O,-29,-8,-10,-2,-3,-7,-34,9
COc1ccc2cc(C3CC(c4ccco4)=NN3S(=O)(=O)c3ccccc3)c(Cl)nc2c1 (stereo not drawn),25,-8,10,-14,-5,1,-2,-10
OC(COc1ccc2cc(Br)ccc2c1)CN1CCN(c2ccccn2)CC1 (stereo not drawn),5,-5,34,2,-3,-12,3,8
Cc1ccc(-n2[nH]c(C)c(C=Nc3ccc(C)cn3)c2=O)cc1,8,-1,11,1,5,-10,-3,14
O=C(Nc1nnc(-c2ccncc2)o1)c1cccc(N2C(=O)CCC2=O)c1,7,-2,7,0,-10,0,-1,3
COc1ccc(CSc2nc(C)cc(=O)[nH]2)cc1,3,-2,1,0,1,-18,-3,9
CC(C)(C)c1ccc(-c2nc(C#N)c(NCc3cccnc3)o2)cc1,14,-14,21,-2,0,-8,-3,-207
CCOc1ccc(C(=O)NCC(c2ccco2)N2CCOCC2)cc1 (stereo not drawn),5,-11,-1,2,-13,-6,-7,7
CCCCCOC(=O)C1=C(C)N(C)C(=O)NC1c1cc(Br)c(O)c(OC)c1 (stereo not drawn),24,3,5,5,-5,-19,0,20
Cc1ccc(C(C[N+](=O)[O-])c2c(-c3ccccc3O)[nH][nH]c2=O)cc1 (stereo not drawn),-12,0,32,2,17,3,4,-155
CCC(SCC(=O)OC)C(=O)Nc1nnc(C(C)C)s1 (stereo not drawn),3,1,9,0,0,-8,-6,8
COC(=O)CN(c1cccc(C)c1)S(=O)(=O)c1ccccc1,-2,12,14,1,-1,-22,-5,2
C/C(=N\N)c1c(-c2ccccc2)c2cc(Br)ccc2[nH]c1=O,-9,3,10,1,3,9,-2,3
COC(=O)CCc1cccc(CCC(=O)OC)c1,7,7,-6,2,-4,0,-3,14
O=C(CCCC(=O)N(CC(=O)NC1CCCC1)Cc1ccc(F)cc1)Nc1ccccn1,-21,-6,4,1,2,-4,5,23
COc1ccc(NC(=O)N(C)C[C@H]2Oc3ccc(NC(=O)NC(C)C)cc3C(=O)N([C@H](C)CO)C[C@@H]2C)cc1,-7,-1,8,-1,-1,4,-7,14
O=C(c1ccc(-c2ccccc2)cc1)c1ccc([N+](=O)[O-])cc1,nt,-6,4,nt,-4,1,nt,nt
O=C(Cc1cccs1)Nc1cccc(-c2nc3ccccc3[nH]2)c1,20,-10,-10,2,-9,-11,-3,2
Cc1cc(NC(=O)COC(=O)[C@@H](NS(=O)(=O)c2ccc(Br)cc2)C(C)C)no1,-1,-3,5,6,-2,-13,-1,33
CCCOP(=O)(c1ccc(N(C)C)cc1)C(Nc1ccccc1)c1ccc(C)cc1 (stereo not drawn),15,-3,18,3,1,-30,4,17
COC(=O)c1sc(NC(=O)C(C)C)c(C(=O)OC)c1C,-10,-9,3,0,6,-8,-3,3
Cc1ccccc1NC(=O)Cn1nc(-c2ccc(Cl)s2)ccc1=O,-21,-9,12,0,-8,-16,2,-40
COc1cccc(CNc2nc3ccccc3n2C(C)C)c1O,-4,-11,2,0,15,5,-4,12
O=C(CN1CCOCC1)NNc1c2ccccc2nc2ccccc12,-5,-9,-6,-17,14,-13,4,-1
COc1cccc(/C=N/n2c(C3CCCCC3)n[nH]c2=S)c1OC,31,-12,20,1,-12,-45,1,9
CCSC1OC(C(COC(C)=O)OC(C)=O)C(OC(C)=O)C1NC(C)=S (stereo not drawn),4,nt,nt,1,nt,nt,-4,13
COc1ccc(S(=O)(=O)N2CCOC2CNC(=O)C(=O)NCCc2ccccc2)cc1C (stereo not drawn),12,3,7,3,5,-12,2,4
S=C(c1ccc(N2CCCC2)cc1)N1CCCCC1,28,8,15,4,6,9,-2,15
O=C(NN(CC(O)COc1ccccc1)CC(O)COc1ccccc1)c1ccccc1 (stereo not drawn),-8,4,-7,0,-4,-7,6,23
Cc1ccc(NC(=O)/C(=C/c2cccc([N+](=O)[O-])c2)NC(=O)C2CCCCC2)cc1,0,-10,-7,1,-2,-13,-11,6
C=CCNc1nc(N)c([N+](=O)[O-])c(NCCO)n1,-1,-8,-13,2,2,-11,-2,4

Screening results from PubChem BioAssay.
